Abeta rescue: restores growth of yeast expressing A-beta42 peptide | yeast expressing A-beta42, growth rescue, OD600, 48 h; response scale: 0% DMSO, 100% iron-clioquinol control | Potency, µM (series often up to 46.1 µM), for the others: top-dose growth rescue, actives largely listed as activators | hit rate 0.063% among 410,000 | AID 1347071; also: nearly all actives have a fitted effect of over 55% in size
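Yeast A-beta toxicity model in growth medium with pinned compounds, 48 h at 30 C; growth read as absorbance at 600 nm. Normalized to FeCl3/clioquinol equimolar mix (positive) and DMSO (negative).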
FUS yeast rescue: rescues growth of FUS-expressing yeast; S. cerevisiae FUS-expressing, growth rescue, OD600, 24 h; Potency, µM (series often up to 76.6 µM), for inactives: at the top dose growth rescue (activation), most hits filed as activators; hit rate 0.24% among 390,000; AID 1347120;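 also: plate controls were DMSO vehicle for no effect and reference control for full effect; nearly all actives have a fitted effect of over 55% in size; some results filed as inactive show a strong effect at the top dose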
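Galactose (2%) drives FUS expression in yeast precultured in raffinose; seeding density OD 0.005. Test compounds incubated 24hr at 30C and 99% humidity before absorbance at 600 nm was measured.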
The depositor's hits bear a star; ? = inconclusive. Calls follow the shape of the dose curve; as a rule, active = well fitted activation curve with a large enough effect; inconclusive = small, poorly fitted or top-dose-only effect; inactive = no such curve, though single readings can be large or run the other way. Potency is read from the fitted curve at half-maximal effect. Some of the compounds tested, so the mix of outcomes need not match the whole.

SMILES	Abeta rescue	FUS yeast rescue
COc1ccc(N2CCN(CCCNC(=O)c3sc4ncccc4c3-n3cccc3)CC2)cc1	16%	2%
CC(C)CCNC(=O)c1cn(C)c2ccc(S(=O)(=O)N3CCOCC3)cc2c1=O	-20%	1%
Cc1cccc(OC(C)C(=O)N2CCC(c3nc4ccccc4o3)CC2)c1C (centres undefined)	10%	34%
CC1Cc2ccccc2N1C(=O)CSc1nnc(-c2cccc(Cl)c2)o1 (centres undefined)	-12%	-6%
COCCNC(=O)CCn1c(=O)c2cc(OC)c(OC)cc2n(CC(=O)Nc2ccc(Cl)cc2F)c1=O	14%	-7%
COc1ccc(N2CCN(Cc3nnc(-c4ccc5c(c4)OCO5)o3)CC2)cc1	-14%	-16%
COc1ccc(N2CCN(C(=O)c3cnc(N4CCOCC4)c4ccccc34)CC2)cc1	-7%	16%
COc1ccc(OC)c(-c2csc(-c3c(N)c(C(=O)c4ccccc4)n4ccccc34)n2)c1	-10%	14%
CC(C)OCCCNC(=O)c1ccc2c(c1)N(Cc1c(F)cccc1Cl)C(=O)c1ccccc1S2	-5%	?
COc1ccc(CCNC(=O)c2ccc(Cn3c(=O)[nH]c4cc(OC)c(OC)cc4c3=O)cc2)cc1OC	-9%	10%
Cc1cccc(C(=O)Nc2cccc(C(=O)OCc3cc(=O)n4nc(C5CC5)sc4n3)c2)c1	-5%	-10%
O=C(Nc1cc(F)ccc1F)c1cnn2c(C(F)F)cc(-c3ccccc3)nc12	-13%	-6%
Cc1coc2cc3oc(=O)c(CC(=O)NCCc4ccccc4F)c(C)c3cc12	-10%	-9%
COc1ccc(-c2nc(SCC(=O)Nc3ccc4c(c3)OCCO4)c(-c3ccc(C)cc3)[nH]2)cc1OC	8%	?
Clc1cccc(-n2ncc3c(NCCCn4ccnc4)ncnc32)c1	-23%	-9%
O=C(NCCc1ccccc1Cl)c1ccc(Cn2c(=O)c3cccn3c3cccnc32)cc1	15%	-14%
O=C(CSc1ncc2c(n1)-c1cc(Cl)ccc1N(Cc1ccccc1)S2(=O)=O)Nc1ccc(F)cc1F	-11%	18%
Cc1ccc(NC(=O)CSc2nc(-c3ccc(F)cc3)nc3c2Cc2c(CO)cnc(C)c2O3)cc1C	-6%	-12%
COc1ccccc1N1CCN(C(=O)c2cc3ccc4ccc(C)[nH]c4c3n2)CC1	-29%	23%
Cc1ccc(NC(=O)Nc2c(C)n(C)n(-c3ccccc3)c2=O)c(Cl)c1	-19%	-8%
O=C(Cn1c(=O)oc2ccccc21)Nc1ccc(C(=O)O)cc1	-4%	-7%
CCc1ccccc1NC(=O)Cn1nc(C(F)(F)F)c2c1CCCC2	-11%	4%
Cc1ccc(S(=O)(=O)NCCc2sc3nc(-c4ccccc4)nn3c2C)cc1C	?	4%
COc1cccc(CNCCSc2nnnn2C)c1OCc1ccc(Cl)cc1	-13%	-16%
COc1ccc(C(=O)NCc2cn3ccc(C)cc3n2)cc1	-7%	4%
CCOc1ccc(S(=O)(=O)N2CCN(Cc3nc4ccc(C)cc4o3)CC2)cc1	16%	11%
CCOc1ccccc1NC(=O)Cn1c(=O)n(Cc2ccco2)c(=O)c2sc3ccccc3c21	-9%	-13%
CCOC(=O)c1ccccc1NC(=O)Cn1c(=O)n(-c2cccc(C)c2)c(=O)c2c1c1cc(C)ccc1n2C	2%	-3%
CCOc1ccc(N(CC(=O)NCc2ccc(C)cc2)S(=O)(=O)c2c(C)noc2C)cc1	0%	-25%
CCOc1ccccc1NC(=O)c1cc2c(=O)n(Cc3cccnc3)ccc2nc1C	-4%	-9%

Grouped by structure: the entries above containing a Cl atom (eight)
SMILES	Abeta rescue	FUS yeast rescue
CC1Cc2ccccc2N1C(=O)CSc1nnc(-c2cccc(Cl)c2)o1 (centres undefined)	-12%	-6%
COCCNC(=O)CCn1c(=O)c2cc(OC)c(OC)cc2n(CC(=O)Nc2ccc(Cl)cc2F)c1=O	14%	-7%
CC(C)OCCCNC(=O)c1ccc2c(c1)N(Cc1c(F)cccc1Cl)C(=O)c1ccccc1S2	-5%	?
Clc1cccc(-n2ncc3c(NCCCn4ccnc4)ncnc32)c1	-23%	-9%
O=C(NCCc1ccccc1Cl)c1ccc(Cn2c(=O)c3cccn3c3cccnc32)cc1	15%	-14%
O=C(CSc1ncc2c(n1)-c1cc(Cl)ccc1N(Cc1ccccc1)S2(=O)=O)Nc1ccc(F)cc1F	-11%	18%
Cc1ccc(NC(=O)Nc2c(C)n(C)n(-c3ccccc3)c2=O)c(Cl)c1	-19%	-8%
COc1cccc(CNCCSc2nnnn2C)c1OCc1ccc(Cl)cc1	-13%	-16%

(listing goes on)
SMILES	Abeta rescue	FUS yeast rescue
CCOC(=O)c1ccccc1NC(=O)c1nn(-c2ccc(OC)c(Cl)c2)c(=O)c2c1c1ccccc1n2C	-7%	-24%
CCc1nc2sc3c(N4CCCCC4)ncnc3c2c2c1CCCC2	-4%	-17%
CCCn1c2ccccc2c2cnn(CC(=O)N3CCC(C)CC3)c(=O)c21	-10%	20%
COc1ccccc1C(=O)Nc1cccc(C(=O)OCc2cc(=O)n3cc(C)sc3n2)c1	4%	10%
COc1cc(NS(=O)(=O)c2ccc(NC(=O)c3ccc(Cl)cc3Cl)cc2)nc(OC)n1	-17%	?
CC(=O)c1ccc(N2CCN(S(=O)(=O)c3cc(-c4noc(C)n4)ccc3C)CC2)cc1	-17%	16%
O=C(Cn1c(=O)n(CCc2ccccc2)c(=O)c2c3c(sc21)CCCC3)Nc1ccc(F)c(F)c1	0%	-26%
COc1ccc(N2CCN(C3=NS(=O)(=O)C(c4cccc(Br)c4)=C3C)CC2)cc1	6%	7%
O=C(NCCCN1CCN(c2ccccc2)CC1)c1sc2ncccc2c1-n1cccc1	-7%	1%
CCOC(=O)c1ccc(NC(=O)CSc2nc3cc4ccccc4cc3[nH]2)cc1	-18%	24%
Cc1ccc2oc(C(=O)Nc3ccc(S(=O)(=O)N4CCCCCC4)cc3)cc(=O)c2c1	-7%	1%
CCOc1cc(-c2nnc(SCC(=O)Nc3ccc(F)c(F)c3)nc2-c2ccc(OC)c(OCC)c2)ccc1OC	-5%	10%
COc1cc(Cl)c(NC(=O)CC(C)S(=O)(=O)c2cc3c(cc2C)NC(=O)CO3)c(OC)c1 (centres undefined)	-2%	-3%
COCCNC(=O)c1ccc(Cn2c(SCC(N)=O)nc3ccccc3c2=O)cc1	-18%	-11%
Cn1nnnc1SCCCNCc1cccc(OCc2ccccc2F)c1	-7%	-17%
O=C(NCc1cccs1)c1nn(-c2ccccc2Cl)nc1CO	-6%	15%
CC(NC(=O)c1cccc(Nc2nc3ccccc3n3nnnc23)c1)c1ccccc1 (centres undefined)	-14%	-5%
Cc1ccc(S(=O)(=O)n2nc(-c3ccc(Cl)cc3)nc2NCc2ccccc2)cc1	-14%	-25%
COc1ccc(NS(=O)(=O)c2ccc3c(c2)CC(C)N3C(C)=O)c(OC)c1 (centres undefined)	0%	-6%
Cc1nc(-c2cccc(NC(=O)Nc3ccccc3C(F)(F)F)c2)no1	-15%	-13%
CCOC(=O)c1cc(-c2ccccc2)n(CCC(=O)Nc2cc(C)cc(C)c2)c1C	-16%	19%
O=C(Cn1ncc2c3ccccc3n(Cc3ccccc3F)c2c1=O)NC1CCCCCC1	4%	-20%
Cc1ccccc1OCCSc1nc2ccc(NC(=O)c3ccco3)cc2s1	-17%	?
Cn1cnnc1SCC(=O)Nc1ccc(C#N)cc1	-5%	-13%
Cc1ccc2nc(-c3cccc(NC(=O)c4cccc5ccccc45)c3)oc2c1	-9%	-24%
CCOC(=O)c1c(NC(=O)c2cc(OC)c(OC)c(OC)c2)sc2c1CCCC2	-15%	-7%
COc1ccc(N2CCN(C(=O)c3cc(S(=O)(=O)N4CCCCCC4)cn3C)CC2)cc1	-12%	?
CCN(c1ccccc1)S(=O)(=O)c1c(-c2ccc(C)cc2)csc1C(=O)OC	1%	?
CCc1ccc(NC(=O)CSc2ccnc(=O)[nH]2)cc1	0%	-1%
O=C(Cc1cccs1)NC1CC(=O)N(c2ccc(Cl)cc2)C1 (centres undefined)	-11%	22%
Cc1ccccc1-c1nc2cc(NC(=O)c3cccc(OCCC(C)C)c3)ccc2o1	5%	7%
Cc1ccc(Cl)cc1NC(=O)c1oc2ccc(S(=O)(=O)N3CCC4(CC3)OCCO4)cc2c1C	-2%	7%
O=C(Nc1cccc(C(F)(F)F)c1)c1cc(-c2ccc(Cl)s2)nc2ccccc12	-11%	0%
O=C(CCn1c(=O)c2cccn2c2cccnc21)N1CCN(c2cccc(C(F)(F)F)c2)CC1	11%	-9%
COc1ccc(C)c2sc(NC(=O)c3ccc(S(=O)(=O)N4CCCCC4)cc3)nc12	-4%	-20%
COc1ccc(NC2=C(c3ccccc3)C(=O)c3ccccc32)cc1Cl	-7%	6%
CCOC(=O)c1c(C)[nH]c(CCC(=O)NCc2ccc(N(C)C)cc2)c1C	-10%	5%
Cc1ccc(CNC(=O)CCCCCn2c(=O)c3sccc3n(CC(=O)N3CCCCC3C)c2=O)cc1 (centres undefined)	2%	-13%
Cc1cc(-c2nc3ncccc3o2)ccc1NC(=O)c1ccc(Br)cc1	-5%	-1%
O=C(NCC(c1cccnc1)N1CCc2ccccc21)c1cccc(F)c1 (centres undefined)	2%	-9%
Cc1nc2c(c(C)c1CCC(=O)NCc1ccc(F)cc1)c(=O)n(C)c(=O)n2C	-1%	-23%
COC(=O)c1ccccc1NC(=O)CSc1nc(=O)cc(N)n1-c1ccccc1	5%	16%
Cc1c(C(=O)Nc2ccc(C(C)C)cc2)sc2nc[nH]c(=O)c12	-19%	-16%
CCCNS(=O)(=O)c1ccc2nc(NC(=O)c3ccc(F)cc3)sc2c1	-17%	-3%
CCOC(=O)c1cccc2c1N[C@@H](c1ccc(F)cc1)[C@H]1CC=C[C@@H]21	-29%	9%
CCCC(=O)Nc1nnc(SCc2cc(=O)n3ccccc3n2)s1	-17%	4%
O=C(NCc1cccs1)c1ccc2c(c1)sc1nc(-c3ccccc3)cn12	15%	15%
COc1cccc(-c2nc(-c3ccc(-c4ccccc4)nc3OC)no2)c1	-1%	10%
CCC1CN(C(=O)N2CCC(C(=O)NCc3cc(OC)ccc3OC)CC2)c2ccccc2O1 (centres undefined)	4%	23%
CC(C)CS(=O)(=O)c1oc(-c2ccc(F)cc2)nc1S(=O)(=O)c1ccccc1	-36%	30%
COc1ccc(NC(=O)CN2C(=O)CC(c3ccc(C)c(C)c3)=Nc3ccccc32)cc1OC	-15%	?
O=C(NCCc1ccc(Cl)cc1)c1ccc(CSCc2ccc(Cl)cc2)o1	5%	43%
Cc1ccccc1-c1nn2c(=O)cc(CN3CCN(C(=O)c4ccc(C(C)(C)C)cc4)CC3)nc2s1	-23%	14%
CCn1c(C(=O)Nc2ccc(C)cc2C)cc2sc(Cl)cc21	-1%	4%
Cc1nc2c(-c3ccccc3)c(C)nn2c(C)c1CCC(=O)N1CCN(c2ccc(F)cc2)CC1	5%	-21%
Cc1cc(C)cc(N2CCn3c2nc2c3c(=O)n(C/C=C/c3ccccc3)c(=O)n2C)c1	-11%	0%
Cc1cc(Br)ccc1NC(=O)CSc1c2c(nc3ccccc13)CCC2	-5%	11%
COc1cccc(NC(=O)Nc2ccc3nc(N4CCN(C)CC4)cc(C)c3c2)c1	0%	-8%
Cc1ccc(-c2cc(C(=O)NCCc3ccccc3)c3c(-c4ccc(C)cc4)[nH]nc3n2)cc1	1%	-11%
COc1ccc(CCNC(=O)CCc2c(C)nc3cc(-c4ccc(Cl)cc4)nn3c2C)c(OC)c1	-3%	-15%

Next section.
SMILES	Abeta rescue	FUS yeast rescue
Cc1cn(C)c(CC(=O)NCc2cccc(Cl)c2)c1C(=O)O	-5%	24%
CCCCCNC(=O)C(=O)NCC(c1ccc2c(c1)OCO2)N1CCOCC1 (centres undefined)	-9%	-3%
COC(=O)c1cc2occc2n1Cc1nc(-c2cccc(Br)c2)oc1C	13%	-1%
CCc1ccc(NC(=O)C(Cc2ccccc2)NS(=O)(=O)c2ccc3c(c2)c(=O)n(C)c(=O)n3C)cc1 (centres undefined)	-2%	18%
CCS(=O)(=O)c1ccc(C(=O)N2CCN(c3nc4c(OC)ccc(C)c4s3)CC2)cc1	16%	30%
Cc1ccc(C)c(Cn2c(=O)cc(C)c3c(C)nn(C)c32)c1	2%	29%
O=C(C1CCCN(S(=O)(=O)c2ccc(Br)s2)C1)N1CCN(c2ccc(F)cc2)CC1 (centres undefined)	-23%	-22%
COc1ccc(S(=O)(=O)Nc2cccc(-c3ccc(N4CCCC4)nn3)c2)c(OC)c1	-4%	-4%
COc1ccc(S(=O)(=O)N2CCN(c3ccccc3OC)CC2)cc1-c1noc(C)n1	-16%	-30%
CCSc1ncc(Cl)c(C(=O)N2CCN(c3ccccc3OC)CC2)n1	-4%	21%
CC(C)NC(=O)C1CCCN(c2ncnc3onc(-c4ccc(F)cc4)c23)C1 (centres undefined)	-11%	-15%
COc1cc(-c2noc(CSc3nc(-c4ccc(F)cc4)cc(=O)[nH]3)n2)cc(OC)c1OC	0%	-3%
COc1cccc(C(=O)Nc2ccc3nc(SCC(=O)N(C)c4ccccc4)sc3c2)c1	-2%	?
COc1ccc(CNC(=O)c2cc3c(=O)oc4ccc(C)cc4c3s2)c(OC)c1	-1%	-3%

A portion from the list above, for reference:
SMILES	Abeta rescue	FUS yeast rescue
COc1cc(-c2noc(CSc3nc(-c4ccc(F)cc4)cc(=O)[nH]3)n2)cc(OC)c1OC	0%	-3%
COc1cccc(C(=O)Nc2ccc3nc(SCC(=O)N(C)c4ccccc4)sc3c2)c1	-2%	?
COc1ccc(CNC(=O)c2cc3c(=O)oc4ccc(C)cc4c3s2)c(OC)c1	-1%	-3%
